PostGolgi ctrl – growth of the yeast control strain, post-Golgi counter-screen; efflux-deficient yeast background strain, growth absorbance A615, 16 h; 98,000 tested, 5% active; inhibition, % at 10 µM
E coli WT exp – E. coli BW25113 growth inhibition, expanded screen. OD600 absorbance. growth inhibition, % at 100 µM. 98,000 tested, 0.15% active;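 active = growth inhibition above about 50% at one test dose, limit read from the data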;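 note: growth measured after 20 h incubation at 37 °C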
PTPN22 inh 2 – blocks human PTPN22 phosphatase activity | Q9Y2R2 | recombinant LYP catalytic domain, DiFMUP fluorescence | inhibition, % at 2 µM | 96,000 tested, 0.21% active;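 active = inhibition at 2 µM at or above a set limit, the screen mean plus 3 SD, cut at about 24% in these data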;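 note: 0% = DMSO with enzyme and 100% = enzyme fully blocked by orthovanadate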
CYP2C9 inhib – blocks human cytochrome P450 2C9. P11712. CYP2C9 Supersomes, luciferin-H conversion, luminescence. inhibition, % at 5 µM. 96,000 tested, 20% active. AID 777;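 active = blocking of liver enzyme CYP2C9 beyond about 50% at 5 µM, limit read from the data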; note: values of inactives mirror those of a sister screen read the other way
Target sequence (P11712 whole entry, looked up): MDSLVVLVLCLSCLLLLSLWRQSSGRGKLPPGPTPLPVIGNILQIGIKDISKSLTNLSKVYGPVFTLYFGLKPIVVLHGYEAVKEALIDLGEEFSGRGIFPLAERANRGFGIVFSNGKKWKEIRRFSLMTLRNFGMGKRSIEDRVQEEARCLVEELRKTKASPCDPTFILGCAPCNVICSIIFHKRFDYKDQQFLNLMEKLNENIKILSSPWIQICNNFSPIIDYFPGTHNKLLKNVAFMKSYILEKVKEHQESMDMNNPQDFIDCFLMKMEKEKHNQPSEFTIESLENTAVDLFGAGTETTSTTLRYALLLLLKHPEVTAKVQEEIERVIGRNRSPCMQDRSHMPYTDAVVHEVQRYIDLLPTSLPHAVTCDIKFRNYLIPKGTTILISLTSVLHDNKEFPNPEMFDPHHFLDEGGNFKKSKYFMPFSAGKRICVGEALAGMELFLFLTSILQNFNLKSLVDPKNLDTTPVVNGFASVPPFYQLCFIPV
PostGolgi yeast – growth inhibition of a yeast mutant, post-Golgi transport screen; post-Golgi transport phenotypic cell assay; inhibition, % at 10 µM; 98,000 tested, 0.9% active;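 note: yeast cells grown in 1536-well plates; yeast grown about 18 h at 30C before absorbance read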
hDAT+cocaine – changed human dopamine transporter uptake under cocaine IC80. Q01959. LLC-PK1 hDAT cells, [14C]-dopamine uptake with cocaine IC80; actives deviate in either direction. B-score at 10 µM. 110,000 tested, 1.3% active;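 active = Z score or B-score, a plate-position-corrected score, falls beyond the plate's 99.7% confidence bounds, in either direction; inactive = both scores lie inside the 99.7% bounds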;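 note: scored against the spread of the other compound wells on the same plate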
Target sequence (Q01959 whole entry, looked up): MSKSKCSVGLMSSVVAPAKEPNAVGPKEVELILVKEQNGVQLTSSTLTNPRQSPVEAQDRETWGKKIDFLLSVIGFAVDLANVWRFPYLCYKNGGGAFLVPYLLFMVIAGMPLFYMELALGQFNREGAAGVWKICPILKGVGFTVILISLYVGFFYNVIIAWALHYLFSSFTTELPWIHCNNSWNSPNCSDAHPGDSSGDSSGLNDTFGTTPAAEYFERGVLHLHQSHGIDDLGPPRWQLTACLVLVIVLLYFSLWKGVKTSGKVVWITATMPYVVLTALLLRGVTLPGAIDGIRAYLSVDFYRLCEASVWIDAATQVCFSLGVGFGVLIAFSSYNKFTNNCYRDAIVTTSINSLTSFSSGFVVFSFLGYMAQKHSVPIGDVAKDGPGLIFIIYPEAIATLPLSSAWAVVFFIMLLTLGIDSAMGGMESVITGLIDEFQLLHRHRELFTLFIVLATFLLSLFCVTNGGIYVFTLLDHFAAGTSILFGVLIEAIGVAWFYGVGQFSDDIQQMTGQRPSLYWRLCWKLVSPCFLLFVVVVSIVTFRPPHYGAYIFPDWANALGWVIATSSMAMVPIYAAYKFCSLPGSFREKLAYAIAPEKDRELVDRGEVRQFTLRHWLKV
LYP act – increases human PTPN22 phosphatase activity; Q9Y2R2; recombinant LYP, DiFMUP fluorescence; 0 = plate median, 100 = signal doubled; activation, % at 2 µM; 96,000 tested, 0.11% active; AID 697;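 active = activation at 2 µM above a set limit, the mean plus 5 SD, cut at about 37% in these data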
CYP2C9 activ – activators of human CYP2C9; activation factor at 5 µM; AID 1024; 96,000 tested, 1.4% active; P11712; recombinant CYP2C9, luciferin-H conversion, luminescence; stronger effect = higher value; factor 1 = untreated enzyme, 0 = blocked;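 active = activation factor of 2 or more for CYP2C9 at a 5 µM dose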;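 note: 0 = sulfaphenazole-blocked wells and 1 = vehicle-only wells; values of inactives mirror those of a sister screen read the other way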
Pyk2 oligo antag – antagonists of human Pyk2 oligomerization; Q14289; z-score (the deposit names both 25 µM and 10 µM); 99,000 tested, 0.83% active; AID 1347419; Q293 cells, Pyk2 FERM NanoBiT luminescence; stronger effect = lower value;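 active = Z-score of -3 or lower, scaled per plate to the spread of control and sample wells; inactive = z-score above -3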;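 note: negative z-score means lost luminescence so less FERM oligomerization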
* hit, by the source's call; x = not tested or not shown. Cut-off read from the data, not from the text of the source, unless noted: active = inhibition above about 30%; inactive = the rest.

1) COc1ccccc1N1CCN(C(=O)c2cc(-c3ccc(Cl)c(Cl)c3)on2)CC1
2) O=C(C1CCN(C2CC(=O)N(c3ccc(Cl)cc3)C2=O)CC1)N1CCOCC1 (centres undefined)
3) O=S(=O)(c1ccc(OCC(O)CN2CCc3ccccc3C2)cc1)N1CCOCC1 (centres undefined)
4) CCOC(=O)CSc1nc2ccccc2c(=O)n1CC1CCCC1
5) CCCc1cc(=O)oc2cc(OCc3cc(OC)c(OC)c(OC)c3)c(Cl)cc12
6) CC(C)(C)NC(=O)Cn1ccc(=N)c2ccccc21
7) CCOC(=O)c1c(C)c(C(=O)Nc2ccccc2)c(C)n1CC
8) CCCC(=Nc1ccccc1)C1=C(O)C(C(=O)OC)C(C)(C)CC1=O (centres undefined)
9) C=CCSc1nc2ccccc2n1S(=O)(=O)c1ccc(Cl)cc1
10) COc1cccc(C2=NOC(C(=O)NC(C)(C)C)C2)c1 (centres undefined)
Screen / compound no.	1	2	3	4	5	6	7	8	9	10
PTPN22 inh 2	-8	-1	9	-7	10	-46	13	-6	-28	-8
CYP2C9 activ	x	1.2	0.9	x	0.8	1.1	0.6	0.5	x	1
LYP act	5	0	-3	7	-6	45*	-12	8	27	7
E coli WT exp	0	1	-2	x	-1	8	-1	6	x	7
Pyk2 oligo antag	0.89	-0.16	-0.43	-0.33	0.4	-0.33	0.72	0.42	0.08	0.71
CYP2C9 inhib	x	-23	9	x	18	-14	44	45	x	-3
hDAT+cocaine	0.93	-0.33	0.044	-1.3	0.0082	0.32	x	-0.12	-0.083	0.015
PostGolgi yeast	-2	14	0	x	-9	-3	8	2	x	-5
PostGolgi ctrl	3	2	-1	x	-4	-1	3	12	x	-3

11) COc1ccc(-c2ccc(-c3noc(-c4ccco4)n3)c(OC)n2)cc1
12) Cc1c(NC(=O)C2CCCN(S(=O)(=O)c3cnc[nH]3)C2)c(=O)n(-c2ccccc2)n1C (centres undefined)
13) CCCCC(=O)Nc1ccnc(-c2cccnc2)n1
14) C=CCn1c(Sc2nc(C)cs2)nc2c1c(=O)[nH]c(=O)n2C
15) CCC(C)n1cnc2c(=O)oc3ccccc3c21 (centres undefined)
16) CNC(=O)CCn1nc(-c2ccc(Cl)cc2)c2ccccc2c1=O
17) Cc1ccccc1C(=O)/C=C1\NC(=O)CS1
18) CCN(CC(=O)Nc1ccc2c(c1)OCCO2)C(=O)CC1CCCC1
19) CCOc1ccc(NC(=O)Nc2cc(C)ccc2OC)cc1
20) Cc1cc(C)c2c(=O)[nH]c(SCC(=O)c3ccc(C(C)C)cc3)nc2n1
Screen / compound no.	11	12	13	14	15	16	17	18	19	20
PTPN22 inh 2	x	-5	0	14	5	2	2	-14	-4	-1
CYP2C9 activ	x	1.1	0.2	1.1	0.8	0.8	0.8	0.6	x	0.5
LYP act	x	2	4	-10	-3	-1	-2	12	1	2
E coli WT exp	-13	5	4	1	7	8	3	-2	x	-12
Pyk2 oligo antag	-0.65	x	0.28	-0.22	-0.49	0.51	0.7	-0.03	0.25	-0.08
CYP2C9 inhib	x	-7	76*	-5	16	16	15	44	x	51*
hDAT+cocaine	-0.51	x	0.41	x	-0.58	0.2	1.1	0.34	-0.2	0.7
PostGolgi yeast	2	-5	19	-10	-2	-1	11	6	x	-2
PostGolgi ctrl	3	7	6	-6	-1	15	5	-4	x	5

21) CC(=O)NCCc1ccc(S(=O)(=O)N2CCCC2)cc1
22) CCN(CC)c1ccc(/C=c2\sc3nnc(-c4ccccc4Cl)n3c2=O)cc1
23) O=C(CSc1nnc(-c2ccccc2)n1Cc1ccco1)NCc1ccc2c(c1)OCO2
24) CCCN(CCC)C(=O)CSc1nc2ccccc2c(=O)n1C1CCCC1
25) O=C1CCCc2c1cc(C(=O)NC1CCSC1=O)c(=O)n2-c1ccccc1 (centres undefined)
26) CCOC(=O)C1CCCN(C(=O)C2CCN(S(=O)(=O)c3cccs3)CC2)C1 (centres undefined)
27) CCOC(=O)C1C(=O)N(C(=O)c2ccc(OC)cc2)CC1c1ccccc1 (centres undefined)
28) NC(=O)c1sc2nc(-c3ccco3)ccc2c1N
29) COc1ccc(CCNC(=O)c2ccc3c(=O)n(Cc4ccco4)c(=S)[nH]c3c2)cc1OC
30) Cc1cc(NC(=O)c2cccnc2)ccc1NC(=O)c1ccco1
Screen / compound no.	21	22	23	24	25	26	27	28	29	30
PTPN22 inh 2	2	-6	5	6	-6	-2	-3	1	1	-1
CYP2C9 activ	0.9	0.8	0.3	0.4	1.1	0.4	0.9	0.9	0.6	0.9
LYP act	-5	7	-3	-7	6	5	0	2	-3	0
E coli WT exp	0	-33	1	-13	9	-4	0	12	-6	1
Pyk2 oligo antag	0.13	-1.7	-0.97	-1.6	-0.87	3.1	-0.27	-0.08	-0.36	0.15
CYP2C9 inhib	8	19	67*	65*	-6	64*	9	5	43	6
hDAT+cocaine	-1.1	0.94	1.4	-0.042	0.68	0.034	0.45	-0.15	1.3	0.59
PostGolgi yeast	-4	-4	-8	4	-2	-1	-7	0	-4	-8
PostGolgi ctrl	-7	11	2	27	6	9	-4	-6	3	7

31) O=C(Nc1ccc(F)cc1)c1cc(S(=O)(=O)Nc2ccc(F)cc2)cs1
32) Cc1cccc(OCCCC(=O)Nc2ccc(Br)cc2)c1
33) Cc1cccc2cc(CN(Cc3cccs3)C3(c4nnnn4C4CCCC4)CCCC3)c(=O)[nH]c12
34) CC(=O)c1c(C)[nH]c(C(=O)NC2CCCCC2)c1C
35) O=C(Nc1ccc(F)cc1)C1CCCCC1
36) Cc1sc(NC(=O)c2ccco2)c(CN2CCCCC2)c1C
37) O=C(CN(Cc1ccc2c(c1)OCO2)C(=O)CNC(=O)c1ccco1)NC1CCCCC1
38) CCOc1ccccc1Nc1nnc(Cc2ccccc2Cl)c(=O)[nH]1
39) CCOc1ccc2[nH]c(C)c(CN3CCN(C)CC3)c(=O)c2c1
40) COc1ccc(NS(=O)(=O)c2c(C)n(C)c(=O)n(C)c2=O)cc1OC
Screen / compound no.	31	32	33	34	35	36	37	38	39	40
PTPN22 inh 2	-12	6	5	8	-3	x	10	-4	0	-2
CYP2C9 activ	0.1	0.6	0.6	1	0.9	0.9	0.2	0.6	1.1	1.2
LYP act	15	-1	-7	-9	3	x	-12	2	0	1
E coli WT exp	16	-5	-11	-4	5	10	-2	-3	2	-2
Pyk2 oligo antag	-0.12	0.57	-0.11	1.2	0.21	1.1	-0.36	0.25	2.4	x
CYP2C9 inhib	90*	42	42	-3	14	11	83*	40	-10	-18
hDAT+cocaine	0.81	1.3	0.67	-0.023	-1.1	-0.68	-0.0087	0.26	-0.79	x
PostGolgi yeast	25	9	-6	2	11	-8	3	12	-7	15
PostGolgi ctrl	7	6	3	9	15	24	2	-3	4	-10

Of the compounds above, these contain two or more sulfur atoms:
9) C=CCSc1nc2ccccc2n1S(=O)(=O)c1ccc(Cl)cc1
14) C=CCn1c(Sc2nc(C)cs2)nc2c1c(=O)[nH]c(=O)n2C
26) CCOC(=O)C1CCCN(C(=O)C2CCN(S(=O)(=O)c3cccs3)CC2)C1 (centres undefined)
31) O=C(Nc1ccc(F)cc1)c1cc(S(=O)(=O)Nc2ccc(F)cc2)cs1
Screen / compound no.	9	14	26	31
PTPN22 inh 2	-28	14	-2	-12
CYP2C9 activ	x	1.1	0.4	0.1
LYP act	27	-10	5	15
E coli WT exp	x	1	-4	16
Pyk2 oligo antag	0.08	-0.22	3.1	-0.12
CYP2C9 inhib	x	-5	64*	90*
hDAT+cocaine	-0.083	x	0.034	0.81
PostGolgi yeast	x	-10	-1	25
PostGolgi ctrl	x	-6	9	7

New compounds follow
41) COc1ccc(-c2nnc(SCC(=O)NCc3cccs3)n2C(C)C)cc1
42) COc1cc(NC(=O)c2ccc(S(=O)(=O)N(C)C)cc2)cc(OC)c1OC
43) CC(=O)c1cc(C#N)c(SCc2ccccc2)nc1C
44) CC(=O)c1cccc(N(CC(=O)Nc2cccnc2)S(C)(=O)=O)c1
45) CCOC(=O)N1CCN(C2CC(=O)N(c3ccc(Oc4ccccc4)cc3)C2=O)CC1 (centres undefined)
46) O=C(c1cccc(S(=O)(=O)NCCOc2ccccc2)c1)N1CCN(c2ncccn2)CC1
47) COC(=O)c1ccc(-c2nc3ccc(C)cc3o2)cc1
48) COc1cccc(/C=N/n2c(SC)nnc2-c2ccccc2)c1O
49) Cc1ccc(C(=O)N(c2ccccn2)C(C)c2ccco2)cc1 (centres undefined)
50) O=C(O)CCn1c(C(=O)O)cc2sccc21
Screen / compound no.	41	42	43	44	45	46	47	48	49	50
PTPN22 inh 2	4	-2	7	7	3	1	4	3	4	-5
CYP2C9 activ	0.5	0.9	1	1.2	0.9	0.1	0.9	0.5	0.7	1
LYP act	-4	0	-8	-5	1	-8	-6	-5	-4	6
E coli WT exp	9	8	1	6	-4	0	1	10	4	-8
Pyk2 oligo antag	0.77	0.22	-0.24	0	0.95	0.49	-0.28	-1.8	0.77	0.42
CYP2C9 inhib	54*	13	-3	-24	9	87*	10	54*	29	-1
hDAT+cocaine	0.087	1.5	0.67	0.29	2.4	-0.047	-0.47	-0.18	-1.3	0.17
PostGolgi yeast	-2	-5	7	1	-3	-2	-10	-8	1	2
PostGolgi ctrl	14	0	28	23	4	7	0	29	-2	-6

51) Cc1ccc(N2CS(=O)(=O)/C(=C/N(C)C)C2=O)cc1
52) CC(C(=O)O)N1C(=O)CSC1=S (centres undefined)
53) CCCCn1c(NCCN(C)C)nc2c1c(=O)[nH]c(=O)n2C
54) CCCCCSc1nc2c(c(=O)[nH]c(=O)n2C)n1C
55) CC(=O)C1=C(O)C(=O)N(Cc2cccnc2)C1c1ccc(Cl)cc1Cl (centres undefined)
56) Cc1nc2scc(-c3ccc(Cl)cc3)c2c(=O)o1
57) Cc1ccc(C)c(OCC(=O)O/N=C(\N)c2ccccn2)c1
58) CCCCn1nnnc1SCC(=O)N(CC)CC
59) CC(C)(C)c1ccc(OCCN2CCCC2)cc1
60) CCCCCC(=O)N/N=C(\C)c1ccc(NC(=O)c2ccco2)cc1
Screen / compound no.	51	52	53	54	55	56	57	58	59	60
PTPN22 inh 2	-2	-3	-3	-26	0	17	0	2	4	5
CYP2C9 activ	1.2	0.9	1.1	1	x	0.8	1.3	0.9	0.9	0.7
LYP act	6	2	3	23	-1	-16	4	0	-5	-3
E coli WT exp	3	-2	2	-1	x	-3	0	5	7	-8
Pyk2 oligo antag	-0.01	0.18	0.88	x	0.36	0.26	0.12	-0.25	0.23	-0.19
CYP2C9 inhib	-15	6	-8	0	x	22	-31	11	6	31
hDAT+cocaine	x	-0.041	-0.29	-0.33	-0.032	-0.33	0.54	-0.035	-0.71	x
PostGolgi yeast	4	0	8	8	x	10	-9	0	8	2
PostGolgi ctrl	-4	5	7	-1	x	21	-6	2	7	11

61) COc1ccccc1N=Cc1nc(-c2ccccc2)oc1OC(C)=O
62) Cc1ccc(CS(=O)(=O)CCC(=O)NCCN(C)Cc2ccccc2)cc1
63) COc1ccc(-n2c(=S)[nH]c3cc(C(=O)NCCCN4CCCC4=O)ccc3c2=O)cc1
64) O=C(CN(CC1CCCO1)C(=O)CCC(=O)Nc1nccs1)NCC1CCCO1 (centres undefined)
65) COc1ccc(OCCSc2nnc(C)n2-c2ccccc2)cc1
66) O=C(Cc1ccccc1)N/N=C/c1ccc([N+](=O)[O-])s1
67) CCOC(=O)c1ccccc1NC(=O)c1c(F)c(F)c(F)c(F)c1F
68) CCc1ccc(-n2nnnc2SCC(=O)NNC(=O)c2ccco2)cc1
Screen / compound no.	61	62	63	64	65	66	67	68
PTPN22 inh 2	9	-18	6	5	3	5	16	0
CYP2C9 activ	x	1	1.1	1.1	x	0.8	1.4	0.9
LYP act	-11	18	-5	-7	-2	-2	-12	3
E coli WT exp	3	4	2	-1	x	0	-4	2
Pyk2 oligo antag	-0.02	0.13	0.21	-0.69	-0.08	0.7	0.06	0.77
CYP2C9 inhib	x	-4	-6	-11	x	16	-35	8
hDAT+cocaine	-0.25	-1.1	0.15	-0.77	0.11	-0.55	-0.87	-0.024
PostGolgi yeast	1	-5	-6	-5	x	5	7	-1
PostGolgi ctrl	0	-5	2	2	x	7	-2	-1

Screening results from PubChem.
